MC4R ag barr = human MC4R agonism via beta-arrestin | P32245 | U2OS MC4R beta-arrestin complementation, luminescence; percent of melanotan II response, DMSO zero | activation, % at 8.9 µM | 360,000 tested, 0.98% active | AID 540308;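 active = activation above a per-plate cutoff, the mean activation of sample wells on that plate plus 3 SD, cut at about 8% in these data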
Exocytosis inh = blocks lytic granule exocytosis; AID 651702; inhibition, % at 10 µM; TALL-104 LAMP-1 surface exposure, flow cytometry; cells stimulated with thapsigargin and PMA; 360,000 tested, 0.66% active;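 active = inhibition above about 55%, limit read from the data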
CaV13 FRET inh = Primary screen for inhibitors of IQ motif and Ca2+-dependent inactivation inhibitor domain binding in CACNA1D, Förster resonance energy transfer in living cells, …; HEK cells, CFP/YFP FRET ICDI-IQ, plate reader, 10 min; percent FRET-ratio fall versus neutral wells; inhibition, % at 12.3 µM; 340,000 tested, 0.098% active; AID 743397;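 active = mean replicate inhibition of at least 30% and at least 1% of replicates passing that level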;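 also: 0% = median of the neutral control wells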
MC4R antagonist = blocks human MC4R cAMP signaling. P32245. MC4R-expressing cells, MTII-stimulated cAMP, LANCE TR-FRET. inhibition, % at 6.5 µM. 360,000 tested, 0.48% active. AID 540295;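 active = inhibition above its plate's cutoff, the mean of tested wells on that plate plus 3 SD, cut at about 29% in these data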;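 also: 0% = Melanotan II alone and 100% = Melanotan II plus saturating MCL0020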
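Assay system: human MC4R-expressing U2OS cells; reagent: Melanotan II stimulation of cells; dosing: 6.5 µM single dose; timing: compound 30 min, challenge 1 h, detection 1 h; signal: TR-FRET cAMP assay; replicates: one well per compound, no replicates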
PDI inh = blocks human protein disulfide isomerase activity. inhibition, % at 10 µM. PDI insulin aggregation turbidity, A650, 90 min. 350,000 tested, 0.052% active. P07237;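 active = mean inhibition across replicates of 30% or more, whatever share of single replicates reach that level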;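 also: absorbance from insulin aggregation driven by PDI reduction with DTT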
Target sequence (P07237 whole entry, looked up): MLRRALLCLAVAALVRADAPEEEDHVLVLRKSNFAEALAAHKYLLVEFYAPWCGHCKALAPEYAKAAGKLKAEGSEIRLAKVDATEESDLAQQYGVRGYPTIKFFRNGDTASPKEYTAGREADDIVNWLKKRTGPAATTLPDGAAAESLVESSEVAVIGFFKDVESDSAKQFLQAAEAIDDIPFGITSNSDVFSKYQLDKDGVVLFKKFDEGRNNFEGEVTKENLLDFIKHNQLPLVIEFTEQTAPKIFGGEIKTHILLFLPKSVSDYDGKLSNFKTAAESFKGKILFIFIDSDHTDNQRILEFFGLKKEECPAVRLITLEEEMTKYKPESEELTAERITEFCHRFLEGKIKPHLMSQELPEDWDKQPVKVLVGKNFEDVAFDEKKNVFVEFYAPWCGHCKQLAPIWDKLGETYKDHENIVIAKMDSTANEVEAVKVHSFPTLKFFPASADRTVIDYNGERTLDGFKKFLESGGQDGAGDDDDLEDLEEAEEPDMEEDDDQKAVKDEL
HTR2A ag = mouse HTR2A agonism via beta-arrestin recruitment; P35363; CHO-K1 mHTR2A beta-arrestin complementation, luminescence; percent of 30 µM serotonin response; activation, % at 7.6 µM; 360,000 tested, 0.66% active; AID 624169;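 active = activation above a run cutoff, the mean activation of all tested compounds plus 3 SD, cut at about 14% in these data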;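 also: 0% = plate median of compound wells and 100% = 30 µM serotonin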
Target sequence (P35363 whole entry, looked up): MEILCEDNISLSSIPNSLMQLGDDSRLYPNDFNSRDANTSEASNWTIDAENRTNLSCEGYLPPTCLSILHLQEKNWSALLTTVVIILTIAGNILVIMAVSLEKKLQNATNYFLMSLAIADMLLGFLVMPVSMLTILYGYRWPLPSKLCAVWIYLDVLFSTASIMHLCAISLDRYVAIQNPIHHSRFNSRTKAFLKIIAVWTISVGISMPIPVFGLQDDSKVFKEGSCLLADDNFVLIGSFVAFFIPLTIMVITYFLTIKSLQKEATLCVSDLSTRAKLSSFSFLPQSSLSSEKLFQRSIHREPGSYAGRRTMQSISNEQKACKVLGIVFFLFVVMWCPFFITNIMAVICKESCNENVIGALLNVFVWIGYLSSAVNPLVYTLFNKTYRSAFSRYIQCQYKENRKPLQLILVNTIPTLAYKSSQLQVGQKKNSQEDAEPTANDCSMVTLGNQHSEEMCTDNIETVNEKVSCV
Glyco luc inh = blocks N-linked glycosylation in D54 reporter cells | D54 ERlucT glycosylation luciferase reporter, 24 h; percent of 100 nM tunicamycin response | reporter increase, % at 12.5 µM | 360,000 tested, 0.23% active;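 active = mean luciferase reporter signal, scaled so untreated is 0 and the glycosylation-blocking control 100, at or above a set limit in every replicate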;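 also: luciferase carries N-glycosylation sites so blocking glycosylation raises the light; 0% = median of neutral control wells and 100% = median of 100 nM tunicamycin wells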
Cardio protect = modulators protecting cardiomyocytes from myocardial damage; protection from H2O2 cell death, % at 20 µM; AID 588492; H9c2 cardiomyocytes, H2O2 injury protection, ATPLite, 2 h; 360,000 tested, 0.63% active;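 active = compounds giving at least 50% protection of heart cells from peroxide-induced death in the single-dose screen, raw or plate-pattern-corrected value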;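 also: 0% = DMSO wells with peroxide and 100% = DMSO wells without peroxide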
ABHD5 PLIN5 PPI = inhibitors of human ABHD5-perilipin-5 interaction. 360,000 tested, 0.78% active. inhibition, % at 4 µM. AID 602281. Split G. princeps luciferase complementation, luminescence, 4 h;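 active = inhibition above the mean inhibition across every tested compound plus 3 SD, cut at about 22% in these data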;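 also: 0% = DMSO only wells and the 100% control is not disclosed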
ABCB6 inh MLPCN = inhibitors of human ABC transporter ABCB6; Q9NP58; K562-ABCB6 porphyrin accumulation, flow cytometry, 1 h; stronger effect = lower value; fluorescence ratio to DMSO, % at 10 µM; 360,000 tested, 0.19% active;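 active = fluorescence ratio to DMSO below 75%, the collection mean minus 3 SD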;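 also: signal is porphyrin accumulated inside mitochondria; 100% equals median channel fluorescence of DMSO control wells; lower ratio means ABCB6 inhibition with less porphyrin fluorescence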
* = called active by the depositor; · = no result given.

SMILES	MC4R ag barr	Exocytosis inh	CaV13 FRET inh	MC4R antagonist	PDI inh	HTR2A ag	Glyco luc inh	Cardio protect	ABHD5 PLIN5 PPI	ABCB6 inh MLPCN
Cc1nn(-c2ccccc2)c2c1c(C)c(CCC(=O)NCC1CCCO1)c(=O)n2C (stereo unspecified)	0.7	2	-3	26	1	4	-2	3	-10	96
O=C(NCC1CCCO1)c1cccc(Oc2ccc([N+](=O)[O-])cc2Cl)c1 (stereo unspecified)	-1.3	-1	-4	3	2	-2	-3	-16	-1	90
CN(C)C(=O)N1CCC(C(=O)NCc2ccc(F)cc2Cl)CC1	-1.9	-1	·	1	-10	-2	0	1	9	98
Cc1ccccc1S(=O)(=O)NC(=O)C1(C)CCN1C(=O)c1cccc(F)c1 (stereo unspecified)	-1.6	6	-5	13	-4	-1	1	-5	-1	107
Cc1nn(-c2ccccc2)c2[nH]c(=O)c(CNCC3CCCO3)cc12 (stereo unspecified)	-1.0	2	1	0	2	-1	-1	-3	0	86
Cc1cccc(Nc2nnc(SC3CCOC3=O)s2)c1C (stereo unspecified)	-0.6	-2	-2	20	0	-4	1	-7	4	96
O=C(C=C1CCN(c2ncc(C(F)(F)F)cc2Cl)CC1)NNC(=O)Nc1ccccc1	-0.1	-4	-5	7	1	-2	2	-5	-1	98
CCN1CCN(Cc2cccc(Oc3ccc(Cl)cc3)c2)CC1	1.0	2	-9	-2	3	-2	-3	2	8	102
Cn1c(CCc2ccc(N)cc2)nc2ccccc21	-3.5	-3	-22	2	2	-2	-7	-14	-2	97
Cc1ccccc1C(=O)NC1CCN(CC(=O)Nc2ccccc2)CC1	0.1	3	-1	1	6	-7	4	3	4	108
Cc1ccc(C)c(S(=O)(=O)Nc2ccc3cn[nH]c3c2)c1	2.9	-1	-3	4	0	2	1	-11	7	91
COc1ccc(NC(=O)COc2ccccc2C#N)c(S(=O)(=O)N2CCCCC2)c1	1.0	-5	-5	4	-6	-7	-1	-4	-2	91
COc1ccc(-n2c(C)cc(C(=O)CN3C(=O)C(=O)N(Cc4ccccc4)C3=O)c2C)cc1	-3.1	2	0	3	1	-2	2	-4	-7	109
O=C(CN1C(=O)NC2(CCCCC2)C1=O)NCCC1=CCCCC1	0.6	-1	-8	-2	-2	3	2	2	2	97
Cc1ccc(S(=O)(=O)/N=C(\N)c2ccc(Cl)cc2)cc1	1.2	2	-5	15	-1	-1	2	-6	-2	95
CC(C)c1ccc(NC2CCCN(C(=O)CSc3nncn3C)C2)cc1 (stereo unspecified)	-1.1	-10	-15	-3	2	11	0	1	-3	104
COc1cc(C(=O)NC(C)CCn2cccn2)ccc1OC1CCN(C(C)=O)CC1 (stereo unspecified)	-2.2	-1	-4	8	-4	1	1	3	-1	92
C[C@@H]1CN([C@H](C)CO)C(=O)CCCn2nncc2CO[C@H]1CN(C)C(=O)C1CC1	0.4	8	-8	0	-4	1	2	3	-6	98
CSCCC(=O)N1CCC(CCC(=O)NC2CC2)CC1	-1.4	-4	-4	16	-1	0	2	4	-3	98
Cc1cc(C)cc(OCCNC(=O)C(C)N2C(=O)c3ccccc3C2=O)c1 (stereo unspecified)	-0.9	-7	0	7	0	0	1	3	-3	103
CCn1c(=O)c(C(=O)NCc2ccc(F)cc2)c(O)c2ccccc21	-2.2	-3	-5	3	5	0	-2	29	-7	97
CCN(CC(=O)Nc1cc(Cl)ccc1C)C(=O)C1CC(=O)N(Cc2ccccc2)C1 (stereo unspecified)	0.5	6	-6	15	-1	-3	3	0	8	99
Cc1ccc(SCCNC(=S)Nc2ccc(C)c(C)c2)cc1	7.1	-2	-3	2	18	-5	0	-15	-10	94
CC(C)c1c(C(=O)N/N=C/c2ccccc2C(=O)O)nnn1-c1nonc1N	-2.8	5	-2	-3	0	-10	-1	5	-2	103
O=C(CN1CCN(Cc2ccccc2)CC1)Nc1nnc(C(F)(F)F)s1	-0.7	-3	-3	4	-3	0	1	-4	0	101
c1cn(-c2ccc(-c3ccnc4ncnn34)cc2)cn1	-0.7	-3	-4	5	7	-1	4	-8	0	93
CC1CCCC(NC(=O)CSc2n[nH]c(=O)n2Cc2ccccc2)C1C (stereo unspecified)	-1.7	4	-5	3	-3	-6	1	-2	-2	103
Cc1ccc(-c2nc(CS(=O)CC(=O)NCCC(C)C)c(C)o2)cc1 (stereo unspecified)	1.9	0	8	3	·	14	0	-1	-3	96
COc1ccc(NC(=O)CN(C)Cc2cccs2)cc1Cl	-0.9	-2	-3	-7	-7	-5	-2	0	2	95
CCC(C)(C)C(=O)Nc1nnc(CCc2ccccc2)s1	2.1	-10	-20	-6	14	5	-2	-2	1	97

Part of the list above in order of number of heavy atoms, rising.
SMILES	MC4R ag barr	Exocytosis inh	CaV13 FRET inh	MC4R antagonist	PDI inh	HTR2A ag	Glyco luc inh	Cardio protect	ABHD5 PLIN5 PPI	ABCB6 inh MLPCN
COc1ccc(NC(=O)CN(C)Cc2cccs2)cc1Cl	-0.9	-2	-3	-7	-7	-5	-2	0	2	95
Cc1ccc(-c2nc(CS(=O)CC(=O)NCCC(C)C)c(C)o2)cc1 (stereo unspecified)	1.9	0	8	3	·	14	0	-1	-3	96
C[C@@H]1CN([C@H](C)CO)C(=O)CCCn2nncc2CO[C@H]1CN(C)C(=O)C1CC1	0.4	8	-8	0	-4	1	2	3	-6	98

Structures shown so far with two or more sulfur atoms, in the order listed:
SMILES	MC4R ag barr	Exocytosis inh	CaV13 FRET inh	MC4R antagonist	PDI inh	HTR2A ag	Glyco luc inh	Cardio protect	ABHD5 PLIN5 PPI	ABCB6 inh MLPCN
Cc1cccc(Nc2nnc(SC3CCOC3=O)s2)c1C (stereo unspecified)	-0.6	-2	-2	20	0	-4	1	-7	4	96
Cc1ccc(SCCNC(=S)Nc2ccc(C)c(C)c2)cc1	7.1	-2	-3	2	18	-5	0	-15	-10	94

The listing continues.
SMILES	MC4R ag barr	Exocytosis inh	CaV13 FRET inh	MC4R antagonist	PDI inh	HTR2A ag	Glyco luc inh	Cardio protect	ABHD5 PLIN5 PPI	ABCB6 inh MLPCN
C=C(C)C(=O)Nc1cccnc1Oc1ccc(F)cc1F	1.7	-2	-5	19	0	-2	-1	-2	-12	102
C=CCc1c(C)nc(C)nc1N/N=C/c1ccccc1O	-0.8	-1	-11	-2	2	-11	5	28	3	107
O=C(CNC(=O)c1ccc(Br)o1)Nc1ccncc1	1.9	-4	-3	-6	-15	0	0	2	-6	101
Cc1c(-c2ccccc2)oc2c(C(=O)N3CCN(c4ccc([N+](=O)[O-])cc4)CC3)cccc2c1=O	-1.4	90*	-5	15	-2	1	-14	11	-6	105
CCOc1ccc(-c2nnc3sc(COc4ccc(Cl)cc4)nn23)cc1	-0.3	-3	-3	-1	-9	0	-2	-8	-13	92
CC(O)CNc1nc2c(c(=O)n(C)c(=O)n2C)n1C/C=C/c1ccccc1 (stereo unspecified)	0.1	-1	-9	-21	-5	5	-3	30	6	94
Cc1ccc(S(=O)(=O)C2(C(=O)Nc3cccc(F)c3)CC2)cc1	-0.4	-3	-5	-6	16	-2	1	-16	4	102
CC(C)(C)C(=O)N1CCN(c2ccc([N+](=O)[O-])c(-n3nc(-c4ccccc4)c4ccccc4c3=O)c2)CC1	-0.9	0	-3	21	1	4	7	4	11	96
C=C(C)c1cccc(C(C)(C)NC(=O)Nc2cc(C)ccc2OC)c1	-1.4	-1	-5	0	-2	8	-1	-6	-1	88
O=S(=O)(c1c(F)cccc1F)N1CCCC2CCCCC21 (stereo unspecified)	1.7	-5	-2	3	-5	6	-1	-12	0	97
COc1ccc(CCNC2CC(C)N(C)CC2C)cc1OC (stereo unspecified)	-1.1	0	-3	7	2	4	-1	6	-2	96
Cc1cccc(Cn2c(=O)c3c(nc4n3CCN4Cc3ccco3)n(C)c2=O)c1	-2.1	-4	-3	1	12	-6	-3	0	-1	92
O=C1CCN(Cc2ccccc2)C=C1c1ccc(Br)cc1	-0.1	2	-5	-1	-2	1	-7	-9	0	93
COc1ccc(OCCCn2ccnc2)cc1	-1.9	-4	-4	-1	-3	2	-1	3	4	96
CCOC(=O)CN1C(=O)/C(=C2\SC(=S)N(NC(=O)c3cccnc3)C2=O)c2ccccc21	-0.6	12	-2	10	12	4	1	9	2	99
CCN(CC)S(=O)(=O)c1ccc(/C=C/C(=O)OCC(=O)Nc2ccc(C(N)=O)cc2)cc1	-1.2	3	-3	11	5	2	-2	6	-2	100
O=C(Nn1cc(C(=O)N2CCN(c3ccccc3F)CC2)c2ccccc2c1=O)c1cnccn1	-1.3	1	·	1	2	5	1	31	-4	98
CNC(=S)N1CCC(NC(=O)C(Cc2ccccc2)NC(C)=O)CC1 (stereo unspecified)	-2.8	1	0	5	2	10	2	5	-4	98
CCCn1c(O)c(N=NC(=O)CNC(=O)Cc2ccc(OC)cc2)c2ccccc21	-1.6	10	-14	1	-2	0	1	0	8	92
Cc1cc(N2C(=O)C(=O)/C(=C(/O)c3ccc(Cl)cc3)C2c2cccc(Br)c2)no1 (stereo unspecified)	-0.8	3	-5	-1	-7	-3	3	8	-8	91
O=[N+]([O-])c1ccccc1N=NNc1ccccc1	-1.7	6	-11	1	3	1	-1	-14	-4	92
Cc1ccc(C(=O)N(CC(=O)NC2CCCCC2)c2ccccc2F)s1	-1.8	-3	2	3	0	1	-2	-7	3	94
CC1CC(O)(Cc2ccccc2)C(C)CN1C (stereo unspecified)	-1.7	5	·	2	-4	1	1	-9	-8	99
CC(=O)Nc1cc(S(=O)(=O)Nc2ccccc2C)c(C)cc1C	0.1	3	·	4	-5	8	0	-3	8	98
CCCC(=O)Nc1ccc2oc(-c3cncc(Br)c3)nc2c1	1.1	0	-6	3	4	3	0	-1	0	97
Cc1ccc2nc(S(=O)(=O)O)[nH]c2c1	3.2	0	-7	5	-3	-2	-1	6	-2	101
COc1ccc(C(=O)NC2(C(F)(F)F)C(=O)Nc3c2c(=O)[nH]c(=O)n3CCc2ccc(OC)c(OC)c2)cc1 (stereo unspecified)	-1.5	-1	-4	7	-7	1	1	-4	-1	100
CC(NC(=O)COC(=O)/C=C/c1ccc([N+](=O)[O-])cc1)c1ccccc1 (stereo unspecified)	0.8	-3	-3	5	-2	0	3	1	1	93
O=C(c1ccc(F)cc1)N(Cc1cccs1)C1CCS(=O)(=O)C1 (stereo unspecified)	-1.8	1	-2	10	5	-6	3	12	-3	99
CCOc1ccccc1CNC(=O)Cn1ccc2cc(S(=O)(=O)N3CCCC3)ccc21	-1.2	-4	-15	15	1	0	0	-2	-2	99
CCNC(=S)N/N=C/c1ccc(OCC(=O)Nc2ccc(OC)cc2)c(OC)c1	0.2	9	-3	8	-1	2	-6	39	-1	97
COc1ccccc1-n1c(SCC(=O)Nc2ccc(F)cc2)nc2c(c1=O)SCC2	-0.2	-1	-3	14	·	5	-1	4	-2	96
CC(=O)Nc1cccc(-c2ccnc3c2CC(C(=O)Nc2cccc(Oc4ccccc4)c2)O3)c1 (stereo unspecified)	-0.5	1	-6	16	-6	-4	-2	2	-4	100
CCCCCCCCCCNC(=O)C(=O)Nc1ccccn1	-0.9	-1	·	7	-14	3	1	-9	2	92
S=C(c1c[nH]c2ccccc12)N1CCCC1	-1.2	-1	-3	7	-2	0	1	9	0	95

Screens as filed in PubChem BioAssay.
